GCN5L2 inh – GCN5L2 (KAT2A) acetyltransferase inhibition; Potency, µM (titrated, usually from 58.9 µM), inactives show at the highest dose activity change, negative = inhibition, usual class: inhibitors; GCN5L2 HAT assay, ThioGlo1 CoA-SH fluorescence; hit rate 0.21% among 390,000; Q92830
Target sequence (Q92830 whole entry, looked up): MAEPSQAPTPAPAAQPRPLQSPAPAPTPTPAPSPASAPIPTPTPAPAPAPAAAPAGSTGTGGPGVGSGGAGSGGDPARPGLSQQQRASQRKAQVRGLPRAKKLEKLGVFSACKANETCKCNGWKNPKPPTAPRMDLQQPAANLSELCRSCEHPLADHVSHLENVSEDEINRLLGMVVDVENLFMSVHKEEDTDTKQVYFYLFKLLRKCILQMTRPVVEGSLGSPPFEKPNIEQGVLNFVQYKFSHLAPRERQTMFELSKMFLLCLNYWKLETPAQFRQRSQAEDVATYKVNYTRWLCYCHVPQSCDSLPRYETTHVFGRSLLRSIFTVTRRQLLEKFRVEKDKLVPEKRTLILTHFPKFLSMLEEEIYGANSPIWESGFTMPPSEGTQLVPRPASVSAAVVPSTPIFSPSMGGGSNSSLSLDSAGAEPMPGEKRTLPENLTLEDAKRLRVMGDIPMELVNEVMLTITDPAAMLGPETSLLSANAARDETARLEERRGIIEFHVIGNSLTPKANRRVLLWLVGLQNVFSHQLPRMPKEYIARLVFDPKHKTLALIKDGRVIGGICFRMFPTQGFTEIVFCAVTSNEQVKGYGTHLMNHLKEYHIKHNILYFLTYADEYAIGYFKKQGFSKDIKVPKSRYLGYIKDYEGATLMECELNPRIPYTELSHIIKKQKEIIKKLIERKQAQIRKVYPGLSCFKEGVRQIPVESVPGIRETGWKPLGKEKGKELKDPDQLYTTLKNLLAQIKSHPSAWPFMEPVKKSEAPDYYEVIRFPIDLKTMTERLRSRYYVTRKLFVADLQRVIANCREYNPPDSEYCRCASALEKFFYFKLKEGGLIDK
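GCN5L2 (20 nM) in 50mM HEPES pH 7.5, 0.1mM EDTA, 0.01% Tween-20 preincubated 15 min with compounds at room temperature. Reaction started with H3(1-25) 75uM, acetyl-CoA 70uM, ThioGlo1 50uM; CoA-thiol fluorescence (Ex340/Em540) read at 0 and 20 min.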
DT40 TDP1 no CPT – qHTS for Inhibitors of human tyrosyl-DNA phosphodiesterase 1 (TDP1): qHTS in cells in absence of CPT; Potency, µM (highest dose often 46.2 µM), without a hit: at the top dose activity change, negative = growth inhibition, most hits filed as inhibitors; DT40 Tdp1-/- hTDP1 cells, no CPT, ATP luminescence, 48 h; hit rate 15% among 420,000; also: nearly all actives have a fitted effect of over 55% in size
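Seeded 400 DT40-hTDP1 cells/well (vehicle DMSO, no 20 nM CPT); pinned compounds; ≥48 hr at 37 °C; CellTiter-Glo luminescence as viability measure.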
DT40 TDP1 CPT – growth inhibition of DT40 Tdp1-/-;hTDP1 cells with camptothecin (screen for TDP1 inhibitors); chicken DT40 Tdp1-/-;hTDP1 cells + 20 nM CPT, ATP luminescence, 48 h; Potency, µM (highest dose often 46.2 µM), inactives show at the top dose activity change, negative = growth inhibition, usual class: inhibitors; hit rate 12% among 420,000; AID 686979; also: nearly all actives have a fitted effect of over 55% in size
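Chicken DT40 Tdp1-/- cells complemented with human TDP1, 400 cells/well, exposed to compounds plus 20 nM camptothecin for at least 48 h at 37 C; viability read as ATP content by CellTiter-Glo luminescence.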
* = called active by the depositor. Calls follow the shape of the dose curve; as a rule, active = well fitted curve in the direction sought with a large enough effect; inconclusive = small, poorly fitted or top-dose-only effect, or another doubt; inactive = no such curve, though single readings can be large; an effect the other way counts as inactive or inconclusive. % is scaled to controls: 0 for no effect and ±100 for the full control effect; potency is read from the fitted curve at half-maximal effect.

CCN(CC)C(=O)c1csc(Nc2ccc(C)cc2)n1 was read as GCN5L2 inh -9%, DT40 TDP1 no CPT -14% and DT40 TDP1 CPT -23%.
For Cc1ccc(NC(=O)CCc2c(C)nc3ncnn3c2C)nc1 the results were GCN5L2 inh 28%, DT40 TDP1 no CPT inconclusive and DT40 TDP1 CPT 7%.
For O=C(c1ccc(Cl)c([N+](=O)[O-])c1)N(Cc1ccc(Cl)cc1)C1CCS(=O)(=O)C1 (stereo not given) the results were GCN5L2 inh 0%, DT40 TDP1 no CPT 23µM* and DT40 TDP1 CPT inconclusive.
CCN(CC)S(=O)(=O)c1ccc(OC)c(NC(=O)Cc2cccs2)c1 was read as GCN5L2 inh -3%, DT40 TDP1 no CPT 2% and DT40 TDP1 CPT -13%.
`Cc1nc2ccc(C(=O)N3CCCC(CO)(Cc4ccc(F)cc4F)C3)cc2nc1C` (stereo not given) gave GCN5L2 inh -4%, DT40 TDP1 no CPT inconclusive and DT40 TDP1 CPT -25%.
`Cc1[nH]c(=O)[nH]c(=O)c1S(=O)(=O)N1CCC(C(=O)N2CCN(Cc3ccccc3)CC2)CC1` gave GCN5L2 inh -5%, DT40 TDP1 no CPT 3% and DT40 TDP1 CPT 0%.
CC(=O)n1nc(-c2ccccc2)cc1-c1ccccc1 was read as DT40 TDP1 no CPT -26% and DT40 TDP1 CPT -16%.
C=CCN=c1sc(C(=O)OC)cc(=O)n1CC=C was read as GCN5L2 inh 1%, DT40 TDP1 no CPT -19% and DT40 TDP1 CPT 15µM*.
`CC1CCCN(C(=O)c2cc3c(Cl)nc4ccccc4c3s2)C1` (stereo not given) gave GCN5L2 inh -9%, DT40 TDP1 no CPT inconclusive and DT40 TDP1 CPT inconclusive.
`COc1ccc(-c2nc3cc(NC(=O)CSc4ccc(C)cc4)ccc3o2)cc1` gave GCN5L2 inh -19%, DT40 TDP1 no CPT inconclusive and DT40 TDP1 CPT -27%.
Screening c1ccc(COc2ccc(OCCN3CCCCC3)cc2)cc1 returned GCN5L2 inh -7%, DT40 TDP1 no CPT -61% and DT40 TDP1 CPT inconclusive.
O=C(COc1ccccc1F)Nc1ccc(C(=O)OCc2cc(=O)n3nc(C4CC4)sc3n2)cc1 was read as GCN5L2 inh -3%, DT40 TDP1 no CPT -5% and DT40 TDP1 CPT -6%.
Screening O=C(Cn1c(=O)oc2cc(S(=O)(=O)N3CCOCC3)ccc21)N1CCc2ccccc2C1 returned GCN5L2 inh -1%, DT40 TDP1 no CPT -18% and DT40 TDP1 CPT -20%.
For COc1cccc(/C=N/NC(=O)CN2CC(c3ccccc3)CC2=O)c1O (stereo not given) the results were GCN5L2 inh -2%, DT40 TDP1 no CPT 18µM* and DT40 TDP1 CPT inconclusive.
`Cc1cc(N2CCOCC2)nc2ccc(NC(=O)CCC(=O)N3CCN(c4ccccc4F)CC3)cc12` gave GCN5L2 inh -3%, DT40 TDP1 no CPT 15µM* and DT40 TDP1 CPT inconclusive.

The last two compounds of the section above open the next one:
For COc1cccc(/C=N/NC(=O)CN2CC(c3ccccc3)CC2=O)c1O (stereo not given) the results were GCN5L2 inh -2%, DT40 TDP1 no CPT 18µM* and DT40 TDP1 CPT inconclusive.
`Cc1cc(N2CCOCC2)nc2ccc(NC(=O)CCC(=O)N3CCN(c4ccccc4F)CC3)cc12` gave GCN5L2 inh -3%, DT40 TDP1 no CPT 15µM* and DT40 TDP1 CPT inconclusive.
Screening CC(OC(=O)Nc1cccc(Cl)c1)C(=O)OC1CCCCC1 (stereo not given) returned DT40 TDP1 no CPT -1% and DT40 TDP1 CPT 1%.
Screening COc1ccccc1C(=O)NNC(=S)NC(=O)c1sc2ccccc2c1Cl returned GCN5L2 inh -8%, DT40 TDP1 no CPT 8.2µM* and DT40 TDP1 CPT 15µM*.
Screening CCCCn1c(SCCN2CCCCC2)nc2c1c(=O)n(C)c(=O)n2C returned DT40 TDP1 no CPT -28% and DT40 TDP1 CPT -30%.
For O=C(Nc1ccccc1N1CCN(C(=O)c2ccccc2)CC1)c1cc2ccccc2o1 the results were GCN5L2 inh -13%, DT40 TDP1 no CPT 21µM* and DT40 TDP1 CPT inconclusive.
Cc1ccc(S(=O)(=O)N2CCOCC2)cc1NC(=O)CN1C(=O)CN(C)C1=O was read as GCN5L2 inh -5%, DT40 TDP1 no CPT 5% and DT40 TDP1 CPT 2%.
O=C(NCc1ccccc1)c1ccc(=O)oc1 was read as GCN5L2 inh -15%, DT40 TDP1 no CPT -1% and DT40 TDP1 CPT -3%.
`COC(=O)c1ccc2nc(-c3cccc(Cl)c3)c(Cc3cccc(F)c3)n2c1` gave DT40 TDP1 no CPT 9.2µM* and DT40 TDP1 CPT 16µM*.
Screening O=C(N/N=C/c1ccc(Br)s1)Nc1ccccc1 returned GCN5L2 inh -8%, DT40 TDP1 no CPT inconclusive and DT40 TDP1 CPT inconclusive.
For C=CCc1ccccc1OCC(=O)O the results were GCN5L2 inh -24%, DT40 TDP1 no CPT 3% and DT40 TDP1 CPT -9%.
For Cc1ccc(S(=O)(=O)N2CCC(=O)N(CCOCc3ccc(Cl)cc3)CC2)cc1 the results were GCN5L2 inh -2%, DT40 TDP1 no CPT 16µM* and DT40 TDP1 CPT 12µM*.
CCCN(CCC)Cc1c(C(=O)N/N=C/c2ccoc2)nnn1-c1nonc1N was read as GCN5L2 inh -6%, DT40 TDP1 no CPT -22% and DT40 TDP1 CPT -13%.
O=C(N/N=C/c1cccc([N+](=O)[O-])c1O)c1cccs1 was read as GCN5L2 inh -5%, DT40 TDP1 no CPT 1µM* and DT40 TDP1 CPT 0.73µM*.
COc1ccc(-c2c(C(F)(F)F)[nH]n3c(=O)cc(-c4ccccc4)nc23)cc1 was read as GCN5L2 inh -26%, DT40 TDP1 no CPT inconclusive and DT40 TDP1 CPT inconclusive.
For Cc1cc(S(=O)(=O)Nc2ccc(C(=O)NC3CC3)cc2)ccc1F the results were DT40 TDP1 no CPT -9% and DT40 TDP1 CPT 7%.
For Cc1ccccc1CN1CCC(n2nccc2NC(=O)CCCc2ccccc2)CC1 the results were GCN5L2 inh -3%, DT40 TDP1 no CPT inconclusive and DT40 TDP1 CPT inconclusive.

Filtered by structure, the entries above containing an NH in an aromatic ring.
`Cc1[nH]c(=O)[nH]c(=O)c1S(=O)(=O)N1CCC(C(=O)N2CCN(Cc3ccccc3)CC2)CC1` gave GCN5L2 inh -5%, DT40 TDP1 no CPT 3% and DT40 TDP1 CPT 0%.
COc1ccc(-c2c(C(F)(F)F)[nH]n3c(=O)cc(-c4ccccc4)nc23)cc1 was read as GCN5L2 inh -26%, DT40 TDP1 no CPT inconclusive and DT40 TDP1 CPT inconclusive.

Continued:
CCOc1ccc(NS(=O)(=O)c2cnc(Cl)c(Cl)c2)cc1 was read as GCN5L2 inh -8%, DT40 TDP1 no CPT inconclusive and DT40 TDP1 CPT inconclusive.
Cn1c(C(=O)NC2CCCCC2)cc2sccc21 was read as GCN5L2 inh 1%, DT40 TDP1 no CPT -24% and DT40 TDP1 CPT -15%.
`CC(C)Oc1ccc(C(=O)N2CCN(CCc3ccccn3)CC2)cc1` gave GCN5L2 inh -9%, DT40 TDP1 no CPT 1% and DT40 TDP1 CPT 1%.
Screening CC(C)(C)OC(=O)N1CCC(c2c(C(=O)N3CCN(C(=O)c4ccco4)CC3)cnn2-c2ccccc2Cl)CC1 returned GCN5L2 inh -1%, DT40 TDP1 no CPT inconclusive and DT40 TDP1 CPT -27%.
For Cc1cccc(NC(=O)c2ccc3ccccc3n2)n1 the results were GCN5L2 inh 2%, DT40 TDP1 no CPT inconclusive and DT40 TDP1 CPT inconclusive.
For COc1ccc(Nc2nc(NCc3ccco3)nc(N/N=C/c3ccccc3Cl)n2)cc1 the results were GCN5L2 inh inconclusive, DT40 TDP1 no CPT 23µM* and DT40 TDP1 CPT 21µM*.
For CN(C)S(=O)(=O)Oc1ccc(Cl)cc1C(=O)Nc1cccc(C(F)(F)F)c1 the results were GCN5L2 inh 18%, DT40 TDP1 no CPT inconclusive and DT40 TDP1 CPT -28%.
For CCN(CC)S(=O)(=O)c1ccc2c(c1)N(CC(=O)N1CCN(c3cccc(Cl)c3)CC1)C(=O)CO2 the results were GCN5L2 inh -11%, DT40 TDP1 no CPT inconclusive and DT40 TDP1 CPT 16µM*.
For COc1ccc(CNC(=O)c2ccc(CS(=O)Cc3ccc(Cl)cc3)o2)cc1 (stereo not given) the results were GCN5L2 inh 3%, DT40 TDP1 no CPT 11% and DT40 TDP1 CPT -2%.
`CCN1CCN(C(c2cccs2)C(C)NC(=O)NC2CCCCC2)CC1` (stereo not given) gave GCN5L2 inh -19%, DT40 TDP1 no CPT 2% and DT40 TDP1 CPT -23%.
CCN(CC(=O)Nc1c(F)cccc1F)C(=O)Cc1ccc(OC)c(S(=O)(=O)N2CCOCC2)c1 was read as GCN5L2 inh 0%, DT40 TDP1 no CPT -14% and DT40 TDP1 CPT 2%.
For COCCCNc1nc2ccccc2nc1NS(=O)(=O)c1ccc(C)cc1C the results were GCN5L2 inh -4%, DT40 TDP1 no CPT -6% and DT40 TDP1 CPT -11%.
O=C(CN(C(=O)Cn1nnc(-c2cccs2)n1)c1ccc2c(c1)OCCO2)NC1CCCCC1 was read as GCN5L2 inh -1%, DT40 TDP1 no CPT inconclusive and DT40 TDP1 CPT -13%.
`S=C(Nc1cccnc1)Nc1cccc2cnccc12` gave GCN5L2 inh -1%, DT40 TDP1 no CPT -3% and DT40 TDP1 CPT 9%.
Screening Cc1csc(SCC(=O)c2cc(C)n(Cc3cccs3)c2C)n1 returned GCN5L2 inh -4%, DT40 TDP1 no CPT -78% and DT40 TDP1 CPT 18µM*.

Among those listed so far, these have an aryl thioether with sulfur outside any ring.
`COc1ccc(-c2nc3cc(NC(=O)CSc4ccc(C)cc4)ccc3o2)cc1` gave GCN5L2 inh -19%, DT40 TDP1 no CPT inconclusive and DT40 TDP1 CPT -27%.
Screening CCCCn1c(SCCN2CCCCC2)nc2c1c(=O)n(C)c(=O)n2C returned DT40 TDP1 no CPT -28% and DT40 TDP1 CPT -30%.
Screening Cc1csc(SCC(=O)c2cc(C)n(Cc3cccs3)c2C)n1 returned GCN5L2 inh -4%, DT40 TDP1 no CPT -78% and DT40 TDP1 CPT 18µM*.

(continued)
Screening Nc1cc(N)nc(SCC(=O)c2ccccc2)n1 returned GCN5L2 inh -6%, DT40 TDP1 no CPT 1% and DT40 TDP1 CPT 9%.
`Oc1cccc2ccc(/C=C/c3ccc(Br)s3)nc12` gave GCN5L2 inh -6%, DT40 TDP1 no CPT 0.082µM* and DT40 TDP1 CPT -12%.
Cc1ccccc1NC(=O)C1C2/C=C\CCCCC21 (stereo not given) was read as GCN5L2 inh 1%, DT40 TDP1 no CPT -2% and DT40 TDP1 CPT -2%.
For Cc1c(C(=O)N2CCC(C)CC2)c(S(=O)(=O)Nc2cccc(C(F)(F)F)c2)c(C)n1C the results were GCN5L2 inh 10%, DT40 TDP1 no CPT inconclusive and DT40 TDP1 CPT inconclusive.
Cn1c(CNC(=O)OC(C)(C)C)nnc1SCc1c(Cl)cccc1Cl was read as GCN5L2 inh -4%, DT40 TDP1 no CPT -29% and DT40 TDP1 CPT -8%.
Screening CNC(=O)C(=O)NCCCN1CCOCC1 returned GCN5L2 inh -4%, DT40 TDP1 no CPT -8% and DT40 TDP1 CPT -4%.
Cc1ccc2c(c1)cc(CN(CCc1ccccc1)C(=O)N1CCOCC1)c1nnnn12 was read as GCN5L2 inh -5%, DT40 TDP1 no CPT inconclusive and DT40 TDP1 CPT -21%.
Cc1ccc2nc(Nc3cccc(Cl)c3C)c(-n3nc(C)cc3C)nc2c1 was read as GCN5L2 inh -8%, DT40 TDP1 no CPT -3% and DT40 TDP1 CPT -3%.
`Cc1ccc(C)c(N2CCN(C(=O)c3ccc(CS(=O)(=O)c4ccccc4C)o3)CC2)c1` gave GCN5L2 inh -21%, DT40 TDP1 no CPT 18µM* and DT40 TDP1 CPT 18µM*.
For Cc1nn(CC(=O)N/N=C/c2ccc(F)cc2)c(C)c1[N+](=O)[O-] the results were GCN5L2 inh -3%, DT40 TDP1 no CPT 5% and DT40 TDP1 CPT 9%.
`Cc1c(NS(=O)(=O)c2cccc(C(=O)OCC(=O)N(C)C3CCCCC3)c2)c(=O)n(-c2ccccc2)n1C` gave GCN5L2 inh -6%, DT40 TDP1 no CPT -11% and DT40 TDP1 CPT -18%.
`Cn1c(SCCOc2ccccc2)nnc1-c1ccc(NC(=O)CCc2ccccc2)cc1` gave DT40 TDP1 no CPT -11% and DT40 TDP1 CPT 2%.
